TrxR1 substrate – is turned over as a substrate by rat TrxR1; purified TrxR1 substrate turnover, NADPH consumption readout; O89049; Potency, µM (top dose mostly 114 µM), for the others: at the highest dose activity change, negative = substrate turnover; 390,000 tested, 0.01% active; further: potency means the concentration at half of the fitted maximal effect; on the % scale 0 is the no-effect control and ±100 the full control effect; nearly all actives have a fitted effect of over 50% in size
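Rat TrxR1, dispensed at 90 nM, was prereduced with 400 uM NADPH (final) for 5 min at ~22 deg C, then incubated with compound 15 min before 400 uM selenite. A first-read NADPH fluorescence drop versus no-compound background flagged substrates.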
TrxR1 inh – rat TrxR1 inhibition; recombinant rTrxR1, NADPH fluorescence consumption, selenite substrate; Potency, µM (top dose mostly 114 µM), for inactives: top-dose activity change, negative = inhibition, most hits filed as inhibitors; 390,000 tested, 1% active; further: potency means the concentration at half of the fitted maximal effect; on the % scale 0 is the no-effect control and ±100 the full control effect; nearly all actives have a fitted effect of over 65% in size
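Rat TrxR1 (90 nM in the dispensed reagent) was pre-reduced with 400 uM NADPH for 5 min at room temperature, then incubated with compound for 15 min. After 400 uM selenite was added, NADPH fluorescence (Ex 340/Em 450 nm) was followed for 8 min.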
Vif-APOBEC3F blk – inhibitors of Vif-A3F interaction. HeLa A3F-eYFP + Vif (tagged APOBEC3F with the HIV-1 protein that degrades it), YFP fluorescence increase. Potency, µM (top dose mostly 46.1 µM), without a hit: top-dose activity, negative = active. 390,000 tested, 0.2% active; further: potency means the concentration at half of the fitted maximal effect; % of control where 0% means no effect; nearly all actives have a fitted effect of over 65% in size
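Fluorescence increase (Ex 488/Em 500-530) after overnight compound treatment at 37 deg C flags inhibition of Vif-driven A3F-eYFP loss in stable HeLa A3F-eYFP/Vif cells seeded overnight beforehand.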
LDHA block – blocks human lactate dehydrogenase A; activity change, % (values are at about 110 or 230 µM); 480,000 tested, 0.15% active; purified LDHA, NADH/diaphorase-resazurin fluorescence; active compounds read low; in the data active means activity change below about -30%; inconclusive means mostly about -25% to -30%;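 further: plate controls were DMSO wells for no effect and wells without enzyme for full effect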
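Human LDH5 (2 nM) was incubated with 0.06 mM NADH and 0.2 mM pyruvate for 5 min at room temperature in Tris pH 7.4. Remaining NADH was coupled through diaphorase/resazurin, and resorufin fluorescence was read at 0 and 20 min.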
RGS4 inh – inhibitors of human regulator of G protein signaling 4 | P49798 | Transcreener GDP fluorescence polarization, RGS4-accelerated GTP hydrolysis | Potency, µM (series often up to 114 µM), inactives show at the top dose activity change, negative = inhibition, most hits filed as inhibitors | 390,000 tested, 0.039% active; further: potency means the concentration at half of the fitted maximal effect; on the % scale 0 is the no-effect control and ±100 the full control effect; nearly all actives have a fitted effect of over 75% in size; some results filed as inactive show a strong effect at the top dose
Target sequence (P49798 whole entry, looked up): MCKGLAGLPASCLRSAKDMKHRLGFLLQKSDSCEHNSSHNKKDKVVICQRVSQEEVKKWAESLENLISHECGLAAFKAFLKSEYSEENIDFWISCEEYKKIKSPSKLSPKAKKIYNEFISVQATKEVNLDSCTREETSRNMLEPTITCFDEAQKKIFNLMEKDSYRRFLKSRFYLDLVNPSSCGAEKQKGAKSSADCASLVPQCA
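MLSMR compounds (23 nl, pin-transferred) preincubated 10 min at room temperature with a 500nM (2x) first reagent, then RGS4 at 900nM (2x) plus Transcreener GDP mix added; fluorescence polarization (620/688 nm) read before and after 90 min at 30 °C.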
Glioma ERSR ind – induces the endoplasmic reticulum stress response in human glioma cells; AID 602332; 420,000 tested, 0.02% active; Potency, µM, for inactives: at the highest dose activation, usual class: activators; U87-MG GRP78 promoter luciferase reporter, 16 h; further: potency means the concentration at half of the fitted maximal effect; series mostly up to about 76 µM; % of control where 0% means no effect; nearly all actives have a fitted effect of over 35% in size
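Stably transfected U87-MG human glioma cells carrying a GRP78-based luminescent sensor were seeded at 1000 cells/well, pin-dosed with compounds and incubated 16 h. Luciferase reagent was then added, and end-point luminescence was read after 10 min at room temperature.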
IDH1 R132H inh – blocks human mutant IDH1 R132H enzyme; IDH1-R132H enzyme, NADPH consumption, diaphorase/resazurin fluorescence; Potency, µM (titrated, usually from 76.6 µM), for the others: at the highest dose activity change, negative = inhibition, hits mostly inhibitors; 390,000 tested, 0.093% active; AID 602179; further: potency means the concentration at half of the fitted maximal effect; on the % scale 0 is the no-effect control and ±100 the full control effect; nearly all actives have a fitted effect of over 65% in size
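IDH1-R132H (0.5 ug/mL) preincubated 30 min with compound, then NADPH (0.016 mM) and alpha-KG (2 mM) added; 80 min at RT, pH 7.5. Remaining NADPH coupled via diaphorase/resazurin to fluorescence (540/590 nm); concentration-response curves normalized to no-enzyme control.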
Vif-APOBEC3G blk – Vif-A3G binding inhibition; HeLa A3G-eYFP + Vif (tagged APOBEC3G with the HIV-1 protein that degrades it), YFP fluorescence, overnight; Potency, µM (doses to about 46.1 µM), inactives show at the top dose activity, negative = active, actives largely listed as inhibitors; 410,000 tested, 0.076% active;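 further: potency means the concentration at half of the fitted maximal effect; on the % scale 0 is the no-effect control and ±100 the full control effect; nearly all actives have a fitted effect of over 60% in size; hits raise eYFP signal because A3G escapes Vif-driven loss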
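HeLa cells stably expressing Vif and C-terminally eYFP-tagged A3G, seeded overnight at 37 deg C, then exposed to compound by pintool overnight at 37 deg C. Rise in yellow fluorescence (Ex 488/Em 500-530, Acumen) marks blocked Vif-driven A3G degradation.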
USP1-UAF1 inh – blocks the human USP1/UAF1 deubiquitinase complex; recombinant USP1/UAF1, Ub-Rhodamine cleavage fluorescence; Potency, µM (titrated, usually from 57.1 µM), for the others: top-dose activity change, negative = inhibition, hits mostly inhibitors; 390,000 tested, 0.23% active; further: potency means the concentration at half of the fitted maximal effect; on the % scale 0 is the no-effect control and ±100 the full control effect; nearly all actives have a fitted effect of over 60% in size; inactives centre near -12
Target sequence (O94782 whole entry, looked up): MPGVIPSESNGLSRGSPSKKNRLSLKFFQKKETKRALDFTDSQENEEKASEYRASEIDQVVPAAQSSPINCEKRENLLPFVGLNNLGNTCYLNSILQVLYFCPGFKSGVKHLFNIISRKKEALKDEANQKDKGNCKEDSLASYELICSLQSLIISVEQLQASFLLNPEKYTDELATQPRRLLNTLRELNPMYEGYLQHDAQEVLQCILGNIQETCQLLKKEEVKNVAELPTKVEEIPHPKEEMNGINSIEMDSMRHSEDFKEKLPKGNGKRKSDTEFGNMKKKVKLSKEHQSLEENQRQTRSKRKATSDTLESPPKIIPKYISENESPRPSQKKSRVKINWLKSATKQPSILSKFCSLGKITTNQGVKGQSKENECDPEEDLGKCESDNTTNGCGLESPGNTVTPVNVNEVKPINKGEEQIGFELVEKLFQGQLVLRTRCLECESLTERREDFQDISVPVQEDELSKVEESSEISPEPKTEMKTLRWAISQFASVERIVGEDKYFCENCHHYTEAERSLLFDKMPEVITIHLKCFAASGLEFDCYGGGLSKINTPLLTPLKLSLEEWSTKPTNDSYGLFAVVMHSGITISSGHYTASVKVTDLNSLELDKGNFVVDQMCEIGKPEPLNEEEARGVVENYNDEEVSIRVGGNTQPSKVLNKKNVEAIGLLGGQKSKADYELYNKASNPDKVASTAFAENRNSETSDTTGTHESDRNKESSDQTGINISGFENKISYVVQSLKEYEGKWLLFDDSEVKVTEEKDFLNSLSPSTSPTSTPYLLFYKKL
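USP1/UAF1 complex (1 nM) preincubated 15 min at room temperature with compound, then Ub-Rho substrate (150 nM final) added. Kinetic fluorescence at 480/540 nm over 6 reads at 60 s intervals; 50 mM HEPES pH 7.8, 0.5 mM EDTA, 0.1 mg/ml BSA, 1 mM TCEP, 0.01% Tween-20.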
* = called active by the depositor; ? = inconclusive; · = not tested or not shown; & = joins results of further samples; [ ] = another dose, or the depositor's remark. Unless noted, the call rests on the fitted dose curve; in most records, active means well fitted curve in the direction sought with a large enough effect; inconclusive means small, poorly fitted or top-dose-only effect, or another doubt; inactive means no such curve, though single readings can be large; an effect the other way counts as inactive or inconclusive.

SMILES	Vif-APOBEC3G blk	IDH1 R132H inh	RGS4 inh	LDHA block	USP1-UAF1 inh	Vif-APOBEC3F blk	TrxR1 inh	TrxR1 substrate	Glioma ERSR ind
Cc1ccc(NS(=O)(=O)c2ccc(OCC(=O)NCC3CCCO3)cc2)cc1 (stereo not drawn)	-4%	-1%	?	-2	-19%	-9%	11%[57.1 µM]	-3%	-2%
COc1cc(S(=O)(=O)Nc2ccccc2C(=O)N2CCCC2)ccc1NC(C)=O	1%	5%	-25%	-1	-13%	8%	-12%	-6%	-2%
CCCN(C(=O)CSc1nc2c(cnn2-c2ccccc2)c(=O)[nH]1)C1CCS(=O)(=O)C1 (stereo not drawn)	-1%	4%	-33%	-1	-14%	-2%	11%	-23%[57.1 µM]	-2%
CCOC(=O)C1=C(COC(=O)c2ccccc2OC(F)F)NC(=O)NC1C (stereo not drawn)	0%	0%	1%	-12	-9%	-4%	4%	-2%	-2%
COc1ccc(C(=O)Nc2ccccc2C(=O)Nc2cccc(C)n2)cc1	0%	1%	-41%	0	-20%	-2%	51%	18%	0%
CC(=O)Nc1ccc(Nc2ncnc(N)c2[N+](=O)[O-])cc1	-2%	7%	-14%	1	1%	-8%	3%[2.29 µM]	-5%[57.1 µM]	-5%
CCOC(=O)CNC(=O)c1ccccc1	-7%	-8%	-12%	2	-2%	-1%	-8%[57.1 µM]	12%[57.1 µM]	-1%
COc1nc(OC)nc(N2CCC(NC(=O)C(Cc3cccc(OC)c3OC)NC(C)=O)CC2)n1 (stereo not drawn)	0%	8%	8%[56.9 µM]	0	-13%	-8%	35%	7%	4%
CCCC(c1nnnn1C(C)(C)C)N1CCN(Cc2ccccc2OC)CC1 (stereo not drawn)	7%	0%	-4%	-1	-19%	4%	-16%	-12%	-5%
COc1cc2c(cc1OC)C(COc1ccccc1OC)N(C(=O)c1ccc(S(=O)(=O)N3CCCC3)cc1)CC2 (stereo not drawn)	-1%	25%	-15%	-4	-18%	2%	8%[57.1 µM]	0%[57.1 µM]	-2%
CC(=O)Nc1ccc(NC(=O)CSc2nncn2C)cc1	0%	-11%	-3%	-7	-16%	10%	15%	5%	-4%
CCCCCC/C=N/Nc1nnc(Cc2ccccc2)c(=O)[nH]1	1%	1%	5%	-1	-4%	-4%	18%[57.1 µM]	10%[57.1 µM]	2%
CCN(C(=O)c1cn(CC(C)C)c(=O)c2cc(OC)c(OC)cc12)c1cc(OC)ccc1OC	0%	6%	13%	0	-24%	-6%	-1%	-5%	-3%
CCCOc1ccc(N2C(=O)CC(N(Cc3ccc(OC)cc3)C(=S)Nc3ccccc3)C2=O)cc1 (stereo not drawn)	-7%	8%	-16%	2	-12%	-8%	0%	-2%	-2%
CC(=O)c1oc2ccccc2c1NC(=O)CN1CCCCC1	1%	1%	5%	-5	-9%	-2%	12%	-1%	-3%
Cc1ccc(S(=O)(=O)N2CCCN(C(=O)c3cc4ccccc4[nH]3)CC2)cc1	1%	3%	25%	-3	-25%	7%	34%[activator][57.1 µM]	10%[57.1 µM]	2%
O=C(COC(=O)CCc1nc2ccccc2n1-c1ccccc1)Nc1cccc(Cl)c1	-8%	10%	-29%	3	-21%	-13%	3%	-3%	-5%
CC12CCC(C(=O)NC(c3ccccc3)c3ccccc3)(OC1=O)C2(C)C (stereo not drawn)	1%	4%	0%	6	-9%	-9%	5%	-3%	-4%
COc1ccc2c(CC(=O)Nc3nnc(C4CC4)s3)coc2c1	-3%	-1%	10%	1	-6%	2%	6%	-1%	1%
Fc1ccccc1COc1ccccc1/C=N/Nc1nc(N2CCCC2)nc(N2CCCC2)n1	-5%	2%	19%	-2	-23%	2%	-7%	-5%	-1%
CCN1CCN(c2nc(N)c([N+](=O)[O-])c(Nc3ccc(C)c(C)c3)n2)CC1	4%	2%	-8%	-3	-11%	16%	9%[57.1 µM]	7%[57.1 µM]	-4%
Cc1ccccc1NC(=O)Cn1nnc2sc3c(c2c1=O)CC(C)(C)OC3	-7%	6%	5%	-5	-27%	-1%	17%	-3%	-5%
Cc1nc2sccn2c(=O)c1S(=O)(=O)N1CCN(c2cccc(C(F)(F)F)c2)CC1	0%	0%	6%	-14	-12%	-20%	18%	-8%	-7%
c1cc(-c2nnc(-c3ccncc3)o2)ccn1	-4%	7%	-8%	-4	-5%	-6%	1%	-6%	-2%
COc1ccc(C(=O)NC2(C(F)(F)F)C(=O)NC(C)=C2C#N)cc1 (stereo not drawn)	0%	24%	15%	-5	-24%	4%	25%[11.4 µM]	-2%	0%
NC(=O)SC/C(=N\S(=O)(=O)c1ccccc1)Nc1ccccc1	1%	3%	-1%	1	-20%	-1%	16%	1%	-1%
Cc1ccccc1NC(=O)CSc1nc2ccc(NC(=O)CCc3ccccc3)cc2s1	-1%	-8%	14%	-8	-24%	-11%	33%	5%	-2%
O=C(COc1ccccc1[N+](=O)[O-])N1CCN(C(=O)c2ccco2)CC1	1%	2%	-3%	-10	?	3%	26%[57.1 µM]	15%[57.1 µM]	4%
O=C(O)c1cc([N+](=O)[O-])ccc1N1CCC(Cc2ccccc2)CC1	-2%	-3%	-5%	1	-16%	11%	-16%	-20%	2%
CC1CCN(C(c2cccs2)c2nnnn2Cc2ccccc2)CC1 (stereo not drawn)	1%	4%	-5%[11.4 µM]	7	-24%	-5%	7%[57.1 µM]	3%[57.1 µM]	-5%
CCOC(=O)N1CCN(C(=O)CSc2nnc3[nH]c(=O)c(C)c(C)n23)CC1	2%	8%	-2%	0	-6%	-2%	2%	4%	-1%
CCc1ccc(S(=O)(=O)c2nnn(-c3ccc(F)cc3)c2N)cc1	2%	-4%	-9%	-2	?	-6%	11%	4%	-2%
CCOc1ccc(NC(=O)c2nn(C)c3c2CS(=O)(=O)c2ccccc2-3)cc1	-1%	-7%	2%	-6	-23%	4%	0%	-3%	-3%
O=C(NCc1ccc(F)cc1)c1ccncc1	-3%	-3%	-7%	-19	-20%	0%	21%	2%	-2%
Cc1cccc(C(=O)Nc2ccccc2OCc2cc(=O)n3cc(C)ccc3n2)c1	3%	-2%	-8%	4	-6%	-2%	16%[57.1 µM]	6%[57.1 µM]	-3%
Cc1ccc(-c2nnnn2-c2ccccc2C(=O)O)cc1	-1%	-9%	3%	-14	-7%	1%	13%	-4%	-4%
COc1ccc(NC(=O)C2OCCc3ccccc32)c(OC)c1 (stereo not drawn)	-4%	7%	-17%	14	2%	4%	-4%[57.1 µM]	-10%	-3%
Fc1cccc(Nc2ncnc3c2cnn3-c2ccccc2)c1	-19%	5%	22%	-11	-17%	-15%	11%	3%	3%
CC1c2ccccc2N(S(=O)(=O)c2ccccc2)C1C (stereo not drawn)	-18%	11%	-16%	7	-15%	1%	1%	4%	-5%
CCOC(=O)Nc1ccc2c(c1)N(C(=O)CN(C)C)c1ccccc1CC2	2%	7%	-1%	-1	-30%	-1%	24%	7%	0%&-3%
CCOC(=O)C1CCN(CC(O)COCc2cccs2)CC1 (stereo not drawn)	1%	-11%	-11%	-2	-29%	0%	26%	6%	0%
Cc1ccc(C(=O)COC(=O)c2cc(-c3cccs3)nc3ccccc23)cc1	1%	-12%	9%	-15	-2%	1%	93%[activator]	79%[activator]	0%
O=C(c1ccc2nccnc2c1)N1CCCC(N2CCN(c3ccc(F)cc3)CC2)C1 (stereo not drawn)	3%	17%	12%	-4	-26%	1%	6%	0%	5%
O=c1c(-c2ccco2)[n+]([O-])c2ccccc2n1OCc1ccccc1F	?	2%	10%	4	-4%	-1%	-22%	-9%	4%
CCOc1cc(NC(=S)NCCCN2CCOCC2)c(OCC)cc1NC(=O)C1CCCCC1	0%	7%	?	3	-9%	4%	-11%	-5%	-3%
O=C(c1ccc(F)cc1)C1CCN(C(=O)NC2CCCCC2)CC1	1%	-4%	35%	-6	-8%	·	-10%	-12%	-3%
Cn1c(=O)oc2cc(S(=O)(=O)NC3CCN(Cc4ccccc4)CC3)ccc21	-1%	-2%	7%	-3	-25%	-9%	14%[57.1 µM]	9%[57.1 µM]	0%
Cc1ccccc1OCC(=O)OC1CCN(C)CC1	5%	10%	14%	0&-4	11%	5%	-11%	-14%	-2%
N/C(=N\N=C\c1ccc([N+](=O)[O-])cc1)c1nonc1N	7%	1%	5%	-6	-24%	-4%	16%	2%	0%
Fc1ccc(-c2onc3ccc(C4OCCO4)cc23)cc1	-1%	0%	12%	-7	-8%	4%	15%[57.1 µM]	-2%[57.1 µM]	1%
COC(=O)c1cccc(C(=O)Nc2cnc3ccccc3c2)n1	-4%	0%	5%	-9	-19%	1%	12%	8%	2%

Compound activity: PubChem, National Center for Advancing Translational Sciences (NCATS)

Only part of the results is shown (hit frequency here may not be typical).
